# Bioassay records: PubChem, National Center for Advancing Translational Sciences (NCATS)
# FEN1 inhibitor – inhibitors of human flap endonuclease 1 | P39748 | Recombinant FEN1 flap cleavage, fluorescence, 15 min | Potency, µM (highest dose often 114 µM), for inactives: at the highest dose activity change, negative = inhibition, hits mostly inhibitors | 390,000 compounds, 0.35% hits; also: nearly all actives have a fitted effect of over 65% in size
# Target sequence (P39748 whole entry, looked up): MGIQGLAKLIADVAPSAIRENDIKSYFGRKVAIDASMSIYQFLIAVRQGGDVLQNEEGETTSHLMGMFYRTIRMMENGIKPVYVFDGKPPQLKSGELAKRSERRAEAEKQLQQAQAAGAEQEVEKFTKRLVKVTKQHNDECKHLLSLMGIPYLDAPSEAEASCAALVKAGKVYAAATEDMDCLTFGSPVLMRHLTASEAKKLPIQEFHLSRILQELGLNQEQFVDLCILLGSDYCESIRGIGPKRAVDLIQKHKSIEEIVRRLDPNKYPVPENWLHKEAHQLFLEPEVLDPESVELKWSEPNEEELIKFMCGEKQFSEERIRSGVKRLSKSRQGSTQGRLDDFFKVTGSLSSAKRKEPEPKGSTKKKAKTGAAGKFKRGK
#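 FEN1 at 10 nM preincubated with compounds 15 min at room temperature, then flap DNA substrate added at 50 nM final. Signal read at 0 and 15 min; concentration-response fitted with four-parameter Hill equation.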
# TDP1 block – inhibitors of human tyrosyl-DNA phosphodiesterase TDP1; recombinant TDP1, AlphaScreen DNA substrate cleavage; Potency, µM (series often up to 130 µM), for inactives: top-dose activity change, negative = inhibition, hits mostly inhibitors; 350,000 compounds, 0.28% hits; AID 485290; also: nearly all actives have a fitted effect of over 40% in size
# Target sequence (Q9NUW8 whole entry, looked up): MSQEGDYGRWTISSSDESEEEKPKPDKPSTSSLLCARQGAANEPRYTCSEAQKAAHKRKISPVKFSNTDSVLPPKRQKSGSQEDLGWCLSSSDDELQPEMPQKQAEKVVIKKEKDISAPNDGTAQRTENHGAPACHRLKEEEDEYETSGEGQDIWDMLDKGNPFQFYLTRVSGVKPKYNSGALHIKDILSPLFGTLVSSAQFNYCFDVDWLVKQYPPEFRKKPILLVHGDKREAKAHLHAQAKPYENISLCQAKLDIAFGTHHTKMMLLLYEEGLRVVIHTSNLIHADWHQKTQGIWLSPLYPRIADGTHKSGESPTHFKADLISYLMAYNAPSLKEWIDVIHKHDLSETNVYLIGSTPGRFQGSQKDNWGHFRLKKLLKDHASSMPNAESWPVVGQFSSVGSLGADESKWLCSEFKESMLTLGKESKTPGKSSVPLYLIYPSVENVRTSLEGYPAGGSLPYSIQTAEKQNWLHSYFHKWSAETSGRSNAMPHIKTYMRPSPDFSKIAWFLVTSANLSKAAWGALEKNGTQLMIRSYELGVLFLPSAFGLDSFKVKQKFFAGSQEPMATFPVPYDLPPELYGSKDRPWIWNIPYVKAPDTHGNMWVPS
#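 Recombinant E. coli-expressed Tdp1 (1 nM) preincubated with compound 15 min at RT, then 5'-biotin/3'-phosphotyrosine-FITC DNA substrate (15 nM) added for 5 min. AlphaScreen beads (10 ug/ml) added, 10 min RT; tyrosine-FITC cleavage read as signal loss.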
# N370S GC – inhibits or activates N370S mutant glucocerebrosidase. 330,000 compounds, 0.092% hits. P04062. AID 2101. Potency, µM (highest dose often 59.4 µM), for inactives: at the top dose activity change, negative = inhibition, actives largely listed as inhibitors. N370S GC spleen homogenate, 4MU-glucoside fluorescence;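 also: 0% = full enzyme activity and -100% = no enzyme basal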
# * hit, by the source's call; u = inconclusive; x = not tested or not shown; & = joins results of further samples; [ ] = dose if it differs, or a comment. Calls follow the shape of the dose curve; as a rule, active = well fitted curve in the direction sought with a large enough effect; inconclusive = small, poorly fitted or top-dose-only effect, or another doubt; inactive = no such curve, though single readings can be large; an effect the other way counts as inactive or inconclusive. Unless noted, % is scaled to controls: 0 for no effect and ±100 for the full control effect; potency is read from the fitted curve at half-maximal effect. Random draw from the library, and some 0.53% of all compounds hit somewhere here.
# Every second line gives: TDP1 block, FEN1 inhibitor, N370S GC
Cc1nn(-c2cc(C)c3ccccc3n2)c2c1C1C(C2)C1(C)C (stereo not drawn)
→ 0%, 15%, -15%
CC(C(=O)NC1CCCCCC1)c1ccc([N+](=O)[O-])cc1 (stereo not drawn)
→ x, 7%, -31%
Cc1noc(/C=C/c2ccco2)c1S(=O)(=O)N1CCC(C(=O)N2c3ccccc3CC2C)CC1 (stereo not drawn)
→ 6%, -1%, 1%
CC(C)CCn1c(CN2CCN(C(=O)c3ccco3)CC2)nc2c1c(=O)n(C)c(=O)n2C
→ 4%, -6%, 0%
O=C(CC12CC3CC(CC(C3)C1)C2)NCC(=O)OCc1cc(=O)oc2ccc3ccccc3c12
→ 3%, 4%, 11%
COc1cc(NC(=O)c2cc(C(C)C)on2)cc(OC)c1OC
→ 1%, 11%, 12%
CS(=O)(=O)N(CC(=O)NCC1CCCO1)c1cccc(Cl)c1 (stereo not drawn)
→ 6%, -5%, -3%
Cn1ncc(Oc2ccc([N+](=O)[O-])cc2)c(Cl)c1=O
→ x, 10%, -1%
COc1ccc(S(=O)(=O)N2CCOCC2)cc1NC(=O)c1cccs1
→ 3%, -3%, x
COc1ccc(S(=O)(=O)N2CCCC(C(=O)NCc3ccncc3)C2)cc1Cl (stereo not drawn)
→ 5%, -13%, 10%
COc1ccc(CNC(=O)/C=C/c2ccc(S(=O)(=O)NCc3ccco3)cc2)cc1OC
→ 4%, -2%, -1%
O=c1c2c(-c3ccc(Cl)cc3)csc2nc2n1CCC2
→ 3%, -3%, 9%
Cc1[nH]c(C(=O)N/N=C/c2ccc(C(=O)O)cc2)c(C)c1C(=O)N/N=C/c1ccc(C(=O)O)cc1
→ -2%, -2%, -1%
Cc1noc(C)c1CSc1nc2ccccc2c(=O)n1-c1ccc(F)cc1F
→ 5%, -6%, 18%
O=C(Nc1cccc2ncccc12)c1cc([N+](=O)[O-])ccc1Cl
→ x, 13%, 0%
Cc1ccc(NC(=O)CSCn2nnc3c(=O)[nH]c(Cc4ccc(F)cc4)nc32)c(C)c1
→ u, -9%, x
CC[C@]12c3[nH]c4cc(CCC(=O)N(C)C)ccc4c3CCN1C(=O)[C@@H](CC(=O)NC/C=C(\C)CCC=C(C)C)C[C@@H]2C(=O)N1CCN(C(=O)C2CC2)CC1
→ 0%[56.1 µM], 7%, x
COc1cc(/C=N/NC(=O)CN(CCc2ccccc2)S(=O)(=O)c2ccc(NC(C)=O)cc2)cc(OC)c1OC
→ 5%, -16%, u
O=C(c1ccc(Cl)s1)N(Cc1nnc(-c2ccccc2Cl)o1)C1CC1
→ x, -15%, u
COc1ccc(C(=O)NC(C)c2ccncc2)cc1S(=O)(=O)N(C)Cc1ccccc1 (stereo not drawn)
→ 1%, 0%, x

# A different layout for 6 compounds above:
compound,TDP1 block,FEN1 inhibitor,N370S GC
O=C(c1ccc(Cl)s1)N(Cc1nnc(-c2ccccc2Cl)o1)C1CC1,x,-15%,u
O=c1c2c(-c3ccc(Cl)cc3)csc2nc2n1CCC2,3%,-3%,9%
O=C(Nc1cccc2ncccc12)c1cc([N+](=O)[O-])ccc1Cl,x,13%,0%
CC[C@]12c3[nH]c4cc(CCC(=O)N(C)C)ccc4c3CCN1C(=O)[C@@H](CC(=O)NC/C=C(\C)CCC=C(C)C)C[C@@H]2C(=O)N1CCN(C(=O)C2CC2)CC1,0%[56.1 µM],7%,x
COc1cc(/C=N/NC(=O)CN(CCc2ccccc2)S(=O)(=O)c2ccc(NC(C)=O)cc2)cc(OC)c1OC,5%,-16%,u
Cc1[nH]c(C(=O)N/N=C/c2ccc(C(=O)O)cc2)c(C)c1C(=O)N/N=C/c1ccc(C(=O)O)cc1,-2%,-2%,-1%

# New compounds follow
# Every second line gives: TDP1 block, FEN1 inhibitor, N370S GC
N#Cc1cccc(C#N)c1Oc1ccc(S(=O)(=O)Nc2ccccc2)cc1
→ x, 11%, -21%
O=[N+]([O-])c1cccnc1Oc1ccc(OCc2ccccc2)cc1
→ x, -22%, -2%
O=C(c1ccc(-c2ccc(Cl)cc2)o1)N1CCN(c2ccc([N+](=O)[O-])cc2Cl)CC1
→ 3%, -1%, -3%
CC(=O)Nc1ccccc1C
→ 1%&13%, 15%, -10%
CCOc1ncccc1C(=O)Oc1ccc2c(c1)OCO2
→ 2%, 3%, 2%
O=C1OCCC1Sc1nnnn1-c1ccc(Cl)cc1 (stereo not drawn)
→ x, -1%, -4%
CC1CCCCN1C(=O)COC(=O)C1CCN(S(=O)(=O)c2ccc3c(c2)OCCO3)CC1 (stereo not drawn)
→ x, 3%, -3%
O=C(NN1C(=O)/C(=C/c2ccc(O)c(O)c2)SC1=S)c1ccccc1
→ 8%, -34%, -18%
Cc1ccccc1C(=O)Nc1ccc(S(=O)(=O)N2CC(C)OC(C)C2)cc1 (stereo not drawn)
→ 5%, -11%, -9%
COc1ccc(CC(=O)Oc2cc(C)ccc2C)cc1
→ x, -10%, 4%
CC(C)C(NC(=O)c1ccccc1F)C(=O)NCc1ccccc1 (stereo not drawn)
→ -1%, 4%, -3%
Cc1sc2nc(SCCO)n(-c3ccccc3)c(=O)c2c1C
→ x, -10%, -2%
CCOC(=O)c1cc(-c2ccccc2)n(-c2cccc(C(=O)N(CC)c3ccccc3)c2)c1C
→ 1%, -9%, x
CCCCCCNC(=O)c1cc(S(=O)(=O)N2CCc3ccccc32)ccc1F
→ x, -19%, -2%
COc1ccccc1NC(=O)CN(C)S(=O)(=O)c1cccc2cccnc12
→ 3%&5%, 8%&2%, 9%
O=C(NN1CCOCC1)c1ccc(Br)s1
→ 0%, 2%, 9%
Cn1c(=O)[nH]c(=O)c2[nH]c(N(Cc3ccccc3)Cc3ccccc3)nc21
→ 3%, -7%, 6%
COc1ccc(CNC(=O)C2CCN(S(=O)(=O)c3ccc4c(c3)C(C)(C)C(=O)N4C)CC2)cc1
→ x, -1%, 0%
O=C(Nc1ccc(Cc2ccncc2)cc1)c1cccs1
→ 5%, -8%, 13%
NC(=O)NC(=O)COC(=O)c1ccc(OC(F)(F)F)cc1
→ 1%, 21%, -2%
CCCCn1c(N)c(N(CCOC)C(=O)c2cccc(S(=O)(=O)N3CCCCC3)c2)c(=O)[nH]c1=O
→ 1%, 11%, -1%
COc1ccc(C(=O)N/N=C\c2coc3ccccc3c2=O)cc1
→ 6%, 0%, 2%
COCCNC(=O)CN1N=C(c2ccc(OC)cc2)CCC1=O
→ x, 6%, -8%
CCC(C)NC(=O)CSc1nc2c(sc3ccccc32)c(=O)n1CCc1ccc(OC)c(OC)c1 (stereo not drawn)
→ 6%, -2%, x
CCN(CCCNC(=O)c1c(C)cc(=O)oc1C)c1cccc(C)c1
→ 3%, -18%, -5%
CCOc1ccccc1CNC(=O)CCc1cn(C)c2ccccc12
→ 10%, 2%&0%, 3%
Cc1ccc(NC(=S)N(CCN(C)C)Cc2cccs2)cc1C
→ 0%, 4%, -7%
O=C(CCN1C(=O)C2CCCCC2C1=O)Nc1cc([N+](=O)[O-])ccc1Cl (stereo not drawn)
→ 1%, -5%, x
Cc1ccc(Cn2c(C(C)NC(=O)c3ccccc3)nc3ccccc32)cc1 (stereo not drawn)
→ 5%, -2%, x
CCCCCCc1c(C)c2c(cc(C)c3c(C)c(C)oc32)oc1=O
→ -1%, 18%, x
CCC(=O)N1CCc2cc(Br)cc(S(=O)(=O)N3CCC(C(=O)N(CC)CC)CC3)c21
→ -2%, -10%, x
CC(NC(=O)c1cc(-c2ccc(Cl)cc2)on1)c1ccccc1 (stereo not drawn)
→ 0%, 20%, x
COc1ccc(OC)c(C(=O)COC(=O)c2cccnc2SC)c1
→ -16%, 4%, -13%
COc1ccc(C2Nc3ccccc3C(=O)N2NC(=O)c2ccccc2)cc1OC (stereo not drawn)
→ 2%, -14%, -2%
O=C(Nc1ccc(N2CCCC2=O)cc1)c1cccc(F)c1
→ 0%, 1%, 5%
Cc1ccc(NC(=O)C2CC2C)c(Cl)c1 (stereo not drawn)
→ -1%, 9%, -1%
COc1ccc(CNC(=O)CN2CCC(NC(=O)c3ccccc3C)CC2)cc1
→ x, -4%, -3%
Cc1cnn(-c2ccc3nnc(-c4ccc(Cl)cc4)n3n2)c1
→ 4%, 5%, -16%
O=C(c1ccccc1)c1cn(Cc2ccc(F)cc2)c2ccccc2c1=O
→ 7%, -9%, x
COc1ccccc1C1CCN(Cc2ccc(Cl)c(Cl)c2)CC1
→ x, 0%, -8%
Cc1ccc(-n2nnc3c(=O)n(Cc4cccc(C)c4)cnc32)cc1
→ 1%, 0%, 11%
COc1ccc(C(=O)O)cc1NCc1cccnc1
→ 4%, 5%, -7%
CCCC12CN3CC(CCC)(CN(C1)C3c1ccc(OCc3ccccc3)cc1)C2=O (stereo not drawn)
→ 2%, 0%, x
Cc1c(-c2ccco2)[n+](=O)c2c(n1[O-])CCCCC2
→ 2%, -5%, -4%
COc1ccccc1C(=O)OCC(=O)NC(=O)NCc1ccccc1
→ 1%, 15%, -14%
Cc1cc(=O)oc2cc(NC(=O)CCC(=O)O)ccc12
→ 2%, -19%, 14%
COc1ccc(S(=O)(=O)N2N=C(C)Oc3ccccc3C2=O)cc1
→ 1%, 6%, 4%
O=C(Cc1ccccc1I)Nc1ccccc1
→ 2%, x, 11%
COCCn1c(SCC(=O)Nc2ccc(C(F)(F)F)cc2)nc2c([nH]c3ccccc32)c1=O
→ 2%, 23%, x
Cc1cccc(N2N=C(C(=O)OCC(=O)c3ccccc3)CCC2=O)c1
→ 0%, 2%, x

# Part of the list above, limited to N370S GC and FEN1 inhibitor:
mol | N370S GC | FEN1 inhibitor
COc1ccccc1C1CCN(Cc2ccc(Cl)c(Cl)c2)CC1 | -8% | 0%
Cc1ccc(NC(=S)N(CCN(C)C)Cc2cccs2)cc1C | -7% | 4%

# (further entries)
# Every second line gives: TDP1 block, FEN1 inhibitor, N370S GC
CC1(NC(=O)c2ccccc2)CCN(CCc2cccs2)C1=O (stereo not drawn)
→ 1%, 1%, x
COc1ccc(CCNC2CCC(c3ccccc3)CC2)cc1 (stereo not drawn)
→ 4%, 36%, u
O=C(Nc1ccccc1)Nc1ccc2nnsc2c1
→ -1%, -5%, -2%
Cc1ccc2nc(N(CCN(C)C)C(=O)c3cc(Cl)sc3Cl)sc2c1
→ 2%, 6%, -20%
Cc1cccc(-c2cc3nc(-c4ccccc4)cc(=O)n3[nH]2)c1
→ x, -13%, 4%
O=C(NCCCCCNC(=O)c1ccco1)c1ccco1
→ 2%, 13%, 2%
COc1cc(S(=O)(=O)N2CCOCC2)ccc1NC(=O)COC(=O)COc1ccccc1
→ 3%, -1%, 3%
CCOc1ccc2c(c1)nc(C)n2C
→ 0%, -3%, 0%
Cn1c(=O)c2sc3c(c2n(CC(=O)Nc2ccccc2)c1=O)COC(C)(C)C3
→ 2%, 18%, -22%
COc1cc(NC(=O)N2CCC(CN3CCCCCC3)CC2)cc(OC)c1OC
→ 5%, -5%, x
COc1cccc(NC(=O)CSc2nnc(CNC(=O)c3ccccc3)n2C)c1
→ 5%, 9%, 0%
COc1ccc(NC(=O)CSc2nc3c(c(=O)[nH]2)CCC3)cc1OC
→ 2%, 5%, 7%
Cc1cccc2sc(N(CCN3CCOCC3)C(=O)CCS(=O)(=O)c3ccccc3)nc12
→ 8%, -7%, -14%
COc1cc2c(cc1OC)CN(c1nc(CN3CCCC3)nc3sc(C)c(C)c13)CC2
→ 5%, u, 10%
CCN1C(=O)[C@H]2[C@@H](c3ccc(-c4ccc(F)cc4)c(OC)c3)N[C@@](Cc3ccccc3)(C(=O)OC)[C@H]2C1=O
→ 0%, 10%, x
Cc1ccc(C)c(N(C(=O)Cc2cccs2)C(C(=O)NC2CCCC2)c2ccc(C)o2)c1 (stereo not drawn)
→ 3%, -13%, -15%
C[C@H](CO)N1C[C@H](C)[C@@H](CN(C)C(=O)Nc2ccc(C(F)(F)F)cc2)Oc2ccc(NC(=O)C3CCCCC3)cc2C1=O
→ -1%, 8%, x
CCOc1ccc(-c2nn(-c3ccc(F)cc3)c3c2cnc2ccc(F)cc23)cc1
→ -2%, -5%, x
O=C(O)CCC(=O)Nc1ccc(C(=O)N2CCCCC2)cc1
→ -2%, 3%, 4%
Cc1ccc(N=C(N)N=C(N)N)c(C)c1
→ -1%, 1%, -4%
COC(=O)c1ccc(NC(=O)C2CCCN2S(=O)(=O)c2ccc(OC)cc2)cc1 (stereo not drawn)
→ 3%, 4%, 5%
CCOc1ccc(NS(=O)(=O)c2cc(C(=O)N3CCN(c4ccccc4O)CC3)ccc2Cl)cc1
→ 0%, -1%, -14%
CC(Oc1ccc(Br)cc1)C(=O)Nc1ccncc1 (stereo not drawn)
→ x, 1%, -8%

# In the list so far, 3 have bromine:
# Every second line gives: TDP1 block, FEN1 inhibitor, N370S GC
O=C(NN1CCOCC1)c1ccc(Br)s1
→ 0%, 2%, 9%
CCC(=O)N1CCc2cc(Br)cc(S(=O)(=O)N3CCC(C(=O)N(CC)CC)CC3)c21
→ -2%, -10%, x
CC(Oc1ccc(Br)cc1)C(=O)Nc1ccncc1 (stereo not drawn)
→ x, 1%, -8%
